SUMO1 PPI mod – modulators of SUMO1 protein-protein interactions, primary screen, biochemical, uHTS | Small ubiquitin-related modifier 1 (Homo sapiens), P63165 | SUMO1 binding to a labelled peptide, TR-FRET, 1 h | inhibition, % at 20 µM | 360,000 compounds, 0.33% hits; in the data active means inhibition above about 37%
Target sequence (P63165 whole entry, looked up): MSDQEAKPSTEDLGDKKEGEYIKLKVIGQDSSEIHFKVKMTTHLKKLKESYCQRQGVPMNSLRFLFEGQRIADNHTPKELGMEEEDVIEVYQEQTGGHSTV
NRP1-CendR mod – modulators of CendR peptide binding to NRP-1, primary screen, biochemical, fluorescence polarization, uHTS; AID 602438, 2012; Neuropilin-1 (Homo sapiens), O14786; FAM-RPARPAR peptide binding to NRP-1; 360,000 compounds, 0.85% hits; inhibition, % at 25 µM;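 active means inhibition or corrected inhibition above about 18%, plus a signal ratio from 0.5 to 1.5, limit read from the data, passing the limit was not always enough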; further: strong numbers were not always called active
TbMetRS inhib – T. brucei MetRS inhibitors, primary screen, biochemical, luminescence | methionyl-tRNA synthetase (Trypanosoma brucei brucei) | purified T. brucei MetRS, ATP depletion, Kinase-Glo luminescence | inhibition, % at 11.9 µM | 360,000 compounds, 0.4% hits | AID 624268, 2012;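 active means inhibition above a per-plate cutoff of the control wells' mean inhibition plus 3 SD, cut at about 5.5% in these data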;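 further: 0% = DMSO wells median and 100% = median of wells with control inhibitor compound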
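System: purified T. brucei MetRS enzyme / Detection: Kinase-Glo luciferase luminescence reporting remaining unconsumed ATP / Medium: HEPES buffer with MgCl2, KCl, DTT, spermine, BSA, pyrophosphatase / Replication: singlicate, one well per compound / Evaluation: percent inhibition relative to median high and low control wells / Schedule: 2 h aminoacylation at 25 °C after 15 min preincubation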
NadD inh – inhibitors of S. aureus NadD, primary screen, biochemical, colorimetric, uHTS. AID 602399, 2012. inhibition, % at 20 µM. 360,000 compounds, 0.78% hits. purified NadD enzyme, colorimetric absorbance read-out. Nicotinate-nucleotide adenylyltransferase NadD (Staphylococcus aureus N315); in the data active means inhibition above about 26%; further: some compounds past the cut are filed as inactive
Neddylation inh – inhibitors of cullin neddylation, primary screen, biochemical, TR-FRET, uHTS, NAE and Ubc12; calls only at 25 µM; 360,000 compounds, 0.58% hits; AID 651699, 2012; in the data active means inhibition above about 36%
Target sequence (P61081 whole entry, looked up): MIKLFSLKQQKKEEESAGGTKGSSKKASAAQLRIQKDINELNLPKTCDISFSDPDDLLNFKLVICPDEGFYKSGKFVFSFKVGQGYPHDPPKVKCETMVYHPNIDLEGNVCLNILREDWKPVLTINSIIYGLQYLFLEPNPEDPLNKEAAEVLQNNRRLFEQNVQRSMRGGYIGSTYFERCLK
Target sequence (Q13564 whole entry, looked up): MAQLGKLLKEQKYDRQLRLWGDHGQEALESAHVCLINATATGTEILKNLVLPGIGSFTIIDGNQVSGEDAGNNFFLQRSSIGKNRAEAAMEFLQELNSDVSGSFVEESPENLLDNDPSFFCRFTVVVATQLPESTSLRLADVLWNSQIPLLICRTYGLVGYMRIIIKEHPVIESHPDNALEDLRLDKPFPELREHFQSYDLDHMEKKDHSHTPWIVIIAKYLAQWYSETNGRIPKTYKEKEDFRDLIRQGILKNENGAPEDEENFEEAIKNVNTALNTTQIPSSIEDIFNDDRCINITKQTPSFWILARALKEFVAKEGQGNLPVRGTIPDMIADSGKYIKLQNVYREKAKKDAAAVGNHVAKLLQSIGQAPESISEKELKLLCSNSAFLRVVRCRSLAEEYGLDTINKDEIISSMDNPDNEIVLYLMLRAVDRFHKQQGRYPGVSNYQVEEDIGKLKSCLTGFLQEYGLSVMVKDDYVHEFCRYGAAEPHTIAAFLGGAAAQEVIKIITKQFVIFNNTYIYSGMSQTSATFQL
SKN-1 inh – suppressors of acrylamide-induced Pgst-4::GFP reporter in worms, primary screen, SKN-1 inhibitor project, whole organism, uHTS, GFP/RFP fluorescence ratio, strain VP596; C. elegans VP596 Pgst-4::GFP/RFP ratio, 24 h; inhibition, % at 21.8 µM; 360,000 compounds, 0.49% hits; AID 624304, 2012;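 active means interference check ratio from 0.5 to 1.5 plus GFP to RFP signal ratio inhibition reaching or exceeding a fixed threshold, cut at about 30% in these data, passing the limit was not always enough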; further: some compounds called inactive have numbers as strong as hits
DNMT1 inh – human DNMT1 methyltransferase inhibitors, primary screen, biochemical, molecular beacon, fluorescence, HinP1I cleavage, uHTS | 360,000 compounds, 0.83% hits | DNA (cytosine-5)-methyltransferase 1 (Homo sapiens), P26358 | inhibition (reported as % activation of signal), % at 10 µM; in the data active means inhibition above about 50%
STEP inh – STEP phosphatase inhibitors, primary screen, biochemical, fluorescence intensity, uHTS; 360,000 compounds, 0.25% hits; Tyrosine-protein phosphatase non-receptor type 5 (Homo sapiens), P54829; recombinant STEP, OMFP fluorogenic substrate; inhibition, % at 20 µM;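 active means inhibition at 20 µM, scaled per plate between control wells, above about 37%, limit read from the data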;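 further: 0% = DMSO with enzyme and substrate and 100% = substrate only without enzyme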
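Material: STEP (striatal-enriched tyrosine phosphatase) enzyme, cell-free | Medium: 50 mM Bis-Tris pH 6.0 with 2.5 mM DTT and 0.005% Tween 20 | Read-out: Percent inhibition scaled to no-enzyme and uninhibited-enzyme controls, plate-pattern corrected | Signal: Fluorescence read at 480 nm ex / 540 nm em | Times: 20 min reaction, room temperature, in the dark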
LMPTP block – LMPTP phosphatase inhibitors, primary screen, biochemical, fluorescence intensity, uHTS; Low molecular weight phosphotyrosine protein phosphatase (Homo sapiens), P24666; recombinant LMPTP-A, OMFP fluorogenic substrate; inhibition, % at 20 µM; 360,000 compounds, 0.22% hits; AID 651560, 2012;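 active means compounds that cut the enzyme signal by at least half of the control window in the single-dose screen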;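 further: plate controls were DMSO wells with enzyme plus substrate for no effect and substrate without enzyme for full effect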
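Assay system: LMPTP-A phosphatase enzyme | Input: 0.625 nM enzyme | Also added: Fluorogenic phosphatase substrate OMFP at 400 µM final | Compound dosing: One test concentration per compound, 20 µM, with 3% DMSO overall | Schedule: 50 min enzyme reaction at room temperature, protected from light | Signal: Fluorescence intensity | Benchmarks: no-enzyme and uninhibited controls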
Scp1 inh – Scp-1 phosphatase inhibitors, primary screen, biochemical, colorimetric, uHTS; Carboxy-terminal domain RNA polymerase II polypeptide A small phosphatase 1 (Homo …; Recombinant Scp1, phosphopeptide, malachite green phosphate absorbance; inhibition, % at 20 µM; 340,000 compounds, 0.88% hits;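 active means inhibition above about 50% at 20 µM, limit read from the data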;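 further: plate controls were DMSO wells with enzyme for no effect and wells lacking enzyme for full effect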
Target sequence (Q9GZU7 76-261 limits assumed): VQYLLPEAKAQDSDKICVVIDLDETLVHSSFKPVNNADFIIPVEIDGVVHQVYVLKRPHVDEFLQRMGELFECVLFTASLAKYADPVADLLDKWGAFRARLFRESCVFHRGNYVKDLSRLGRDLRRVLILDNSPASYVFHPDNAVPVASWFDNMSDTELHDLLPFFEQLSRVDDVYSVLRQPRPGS
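Material – SCP-1 phosphatase catalytic domain, residues 76-261 · Buffer or medium – Acidic Tris acetate buffer with magnesium and detergent · Also added – Phospho 17-mer peptide substrate · Compound – single 20 µM dose, 1% DMSO · Times – 45 min room-temperature reaction, 5 min colour, 30 min stabiliser · Technique – Phosphate-binding colour reagent, absorbance read at 630 nm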
* = called active by the depositor; i = inactive; / = no result given.

Sequence of screens – DNMT1 inh, NRP1-CendR mod, TbMetRS inhib, STEP inh, SUMO1 PPI mod, Scp1 inh, LMPTP block, NadD inh, SKN-1 inh, Neddylation inh
CCOc1ccc(-c2cc(C(=O)O)c3ccccc3n2)cc1
 : 1, -11, -0.9, 1, -3, -8, 0.5, 1, -3, /
CCCn1nnnc1NCc1cccc(OC)c1OC
 : 2, 15, 0.6, 3, 3, -7, -1.1, 3, 12, i
CC1CCCN(S(=O)(=O)c2ccc(NC(=O)[C@@H]3CCCN3C(=O)c3cccs3)cc2)C1 (stereo partly drawn)
 : -5, 7, -0.2, -1, -1, -10, 0.8, 2, 4, i
CCCn1c(SCC(=O)c2cc(OC)ccc2OC)nnc1C(C)C
 : -2, 10, -0.2, -6, -6, 3, -0.5, 10, 8, i
CN(C)S(=O)(=O)c1ccc(Cl)c(C(=O)NCc2ccco2)c1
 : 7, 4, -0.2, 0, 0, -2, -0.8, 3, 1, i
COCC(C)n1c(SCC(=O)N2CCCCC2)nc2ccccc2c1=O (stereo not drawn)
 : 3, 0, -0.5, 2, -5, -7, -0.9, 0, -10, i
O=C(O)Cc1ccc(C(=O)c2ccccc2)s1
 : 1, 8, 0.2, 0, -12, -5, -0.9, -2, 2, i
Cc1c(C(N)=O)sc(N)c1C(=O)OC(C)C
 : -4, -1, -0.2, 5, -6, -12, -3.6, -5, 15, i
CCC(CO)Nc1nc(CN2CCCCC2)nc2scc(-c3ccccc3)c12 (stereo not drawn)
 : -3, -19, -0.6, -3, 4, -1, -1.4, 2, 9, i
C/C(O)=C(\C#N)c1nnc2n1CCCCC2
 : 1, 1, -0.4, -3, -1, -9, -2.3, -5, -2, i
Cc1ccccc1S(=O)(=O)NC(=O)C1(C)CCN1C(=O)C1(c2ccc(Cl)cc2)CC1 (stereo not drawn)
 : -1, 2, -0.1, 0, 1, /, 0.0, -4, 4, i
CCOc1cc(C2NC(=O)NC(C)=C2C(=O)OCC2CCCCC2)ccc1O (stereo not drawn)
 : 6, -13, -3.0, -7, 3, -1, -0.2, -2, 5, i
COCCn1c(=N)c(C(=O)NCc2ccco2)cc2c(=O)n3cc(C)ccc3nc21
 : 8, 6, -0.8, 1, -18, 3, 4.6, 0, -2, /
COc1ccccc1/C=C/C=N/NC(=O)CN1CCN(Cc2ccccc2)CC1
 : -7, 0, 0.2, -3, -18, -7, -0.1, -7, 5, i
Clc1cccc(CNCCCSc2ncccn2)c1
 : 0, 7, 0.9, -3, -8, -8, 12, 2, 3, i

Single records, as listed above. Screens in order: DNMT1 inh, NRP1-CendR mod, TbMetRS inhib, STEP inh, SUMO1 PPI mod, Scp1 inh, LMPTP block, NadD inh, SKN-1 inh, Neddylation inh
Record of `CCOc1ccc(-c2cc(C(=O)O)c3ccccc3n2)cc1` → 1, -11, -0.9, 1, -3, -8, 0.5, 1, -3, /
Record of `O=C(O)Cc1ccc(C(=O)c2ccccc2)s1` → 1, 8, 0.2, 0, -12, -5, -0.9, -2, 2, i

Quoted from the listing.
CCCn1nnnc1NCc1cccc(OC)c1OC | STEP inh: 3
CCCn1c(SCC(=O)c2cc(OC)ccc2OC)nnc1C(C)C | NRP1-CendR mod: 10
Cc1c(C(N)=O)sc(N)c1C(=O)OC(C)C | TbMetRS inhib: -0.2
CCOc1ccc(-c2cc(C(=O)O)c3ccccc3n2)cc1 | Scp1 inh: -8
COCCn1c(=N)c(C(=O)NCc2ccco2)cc2c(=O)n3cc(C)ccc3nc21 | SUMO1 PPI mod: -18
O=C(O)Cc1ccc(C(=O)c2ccccc2)s1 | SKN-1 inh: 2

(list continues)
Sequence of screens – DNMT1 inh, NRP1-CendR mod, TbMetRS inhib, STEP inh, SUMO1 PPI mod, Scp1 inh, LMPTP block, NadD inh, SKN-1 inh, Neddylation inh
CCN(C(=O)COC(=O)c1ccccc1O)c1nc2ccccc2s1
 : 19, -4, -0.2, -4, 2, -4, -0.9, 7, 7, i
Cc1ccnc(NC(=O)CCC(=O)N(CC(=O)NC2CCCCC2)Cc2ccccc2)c1
 : 7, 31*, -1.1, 2, -3, 9, -0.9, 2, 1, i
COC(=O)[C@]12CCCCC=C1N(Cc1ccccc1)C(=O)[C@H](CC(=O)N1CCSCC1)C2
 : /, 19, -0.9, /, 4, /, -1.8, -5, 4, i
NC(=O)c1cccc(-c2ccnc3c2CC(C(=O)Nc2ccc(Cl)cc2)O3)c1 (stereo not drawn)
 : 7, -11, 52*, 1, 4, /, 0.0, 3, -9, i
CCOC(=O)c1cccc(NC(=O)Cn2cc3c(n2)CCC(C)C3)c1 (stereo not drawn)
 : 1, -9, 2.9, 3, 6, 68*, -0.3, -2, 7, i
CN(C)S(=O)(=O)NCC1CCCN(Cc2ccc(-c3ccccc3)cc2)C1 (stereo not drawn)
 : -2, -7, -0.2, -2, 4, -7, 0.0, -1, 8, i
CSCCC(NC(=O)c1ccc([N+](=O)[O-])cc1Cl)C(=O)OC(C)C(=O)NCc1ccco1 (stereo not drawn)
 : -1, -6, -0.5, 0, -27, -2, 0.2, 3, 25, i
CCc1cc2c(SCC(=O)NC3CCCC3)ncnc2s1
 : 4, 2, -0.4, 0, 1, /, 0.2, -4, 12, i
CCN(CC)CCOC(=O)c1ccccc1Br
 : 1, 7, -2.1, -3, 0, 3, 0.6, -2, -2, i
c1ccc(Cc2nnc3sc(C4COc5ccccc5O4)nn23)cc1 (stereo not drawn)
 : 1, 0, -0.7, 2, 1, -6, -0.4, 5, 7, i
O=C(Nc1ccc(C(=O)N2CCCC2)cc1)Nc1ccc(Cl)cc1Cl
 : 3, -1, -0.2, -7, -2, -2, -0.3, 6, 13, i
Cc1ccsc1/C=N/NC(=O)Nc1ccccc1
 : 0, 4, 0.3, 1, 0, 8, -0.1, -6, -2, i
Cc1ccc(C)c(NS(=O)(=O)c2cc(C(=O)NCc3ccccn3)ccc2C)c1
 : 3, 7, -0.7, 0, 1, -7, 0.4, -1, 10, i
COc1ccc(C(CC(=O)NCCCN2CCOCC2)NS(=O)(=O)c2ccc(C)cc2)cc1 (stereo not drawn)
 : 0, 8, -0.3, 5, -1, -6, -2.3, -4, 7, i
CCOC(=O)C1=NN(C(=O)c2ccccc2)C(O)(c2ccc(C)cc2)C1 (stereo not drawn)
 : -1, -3, -0.1, 3, -3, -3, -0.1, -1, 3, i
Cc1cccc(OCCCC(=O)Nc2ccc(N(C)C)cc2)c1
 : -20, -19, 0.0, 1, -5, 3, 0.9, 9, 2, i
Cc1ccc(NC(=O)Cn2c(=O)c3cccn3c3ccccc32)c(C)c1
 : 22, -13, -0.5, 6, 3, -5, 4.8, -9, 12, i
CN(C(=O)CNc1ccccc1Cl)C1CCS(=O)(=O)C1 (stereo not drawn)
 : 2, 8, -0.1, -3, 2, -5, -0.7, 7, -5, i
Cc1c(C(=O)Nc2ccccc2[N+](=O)[O-])csc1-c1ccccc1
 : -2, -5, -0.3, 1, -13, -8, 3.6, -4, 21, i
Cc1ccccc1-c1cc2nc(Nc3ccc(F)cc3)n(C)c(=O)c2s1
 : -15, -10, -0.2, -2, -4, /, 4.8, 5, 9, i
COc1ccccc1OCCNC(=O)c1ccco1
 : -2, 8, -0.1, -3, 9, -10, -6.4, 3, 3, i
COc1ccc(NS(=O)(=O)c2ccc(C)c(C(=O)NCc3cccnc3)c2)cc1
 : -3, -1, -0.3, 0, 4, 0, -0.2, 1, -5, i
CCn1nc(CC(=O)Nc2ccc(-n3cnnn3)c(OC)c2)c2ccccc2c1=O
 : -2, -5, -0.1, 1, 0, -8, -0.9, -4, 12, i
Cc1ccccc1N1CCN(S(=O)(=O)c2ccccc2)CC1
 : -4, -6, 0.4, 4, -2, -11, 2.3, 0, -6, i
COc1ccc(-n2c(SCC(=O)NCCCN3CCCC3=O)nnc2C(C)N2CCCCC2)cc1 (stereo not drawn)
 : 4, 5, -1.4, 0, 1, 4, 0.8, -2, 4, i
CN(C(=O)CCNC(=O)Cn1cnc2ccccc2c1=O)c1ccc(F)cc1
 : 0, -12, -0.6, -1, 15, -1, -1.0, -5, -8, i
CCC(C)C(Nc1ncnc2scc(-c3ccccc3)c12)C(=O)O (stereo not drawn)
 : 0, -1, -0.9, 1, 4, 3, -3.4, -2, -7, i
CN(C)CC(=O)c1c(N)n(Cc2ccccc2)c(=O)n(C)c1=O
 : 2, -1, -1.0, 0, -3, -3, -1.4, -8, -2, i
C=CCn1c(SCC(=O)Nc2cc(C)on2)nnc1-c1ccncc1
 : 2, 9, -0.1, -2, -1, /, -0.3, 6, -1, i
O=C(CCS(=O)(=O)c1ccccc1)Nc1ccccc1N1CCOCC1
 : 7, 13, -0.7, -4, -5, 0, -0.5, -6, 8, i
CCCNc1c(NC(=O)c2cccs2)c(=O)oc2ccccc12
 : 1, -5, -0.2, -1, -1, 3, -1.4, -6, -20, i
O=c1c2[nH]c3cccc(Cl)c3c2ncn1CCN1CCCCC1
 : -2, -7, -0.1, 2, 0, -19, 1.1, 2, 5, i
O=C(CN1CCOCC1)Nc1cccc(Br)c1
 : -2, -17, 0.1, -1, 2, 0, -1.5, 0, -3, i
O=C(CSC1=NCCN1)C1COc2ccccc2O1 (stereo not drawn)
 : 4, 11, 0.6, 0, 1, -6, -1.4, -5, -3, i
CN1CCN(NC(=O)Nc2cc(Cl)cc(Cl)c2)CC1
 : 1, 11, -0.1, -2, -5, 1, 1.4, 0, 1, i
CS(=O)(=O)N1CCc2cc(C(=O)N3CCN(c4ccccc4F)CC3)ccc21
 : 1, 18, -0.4, -4, -1, 1, -0.5, -2, 25, i
